ASAP1 inh – inhibitors of human ASAP1 ArfGAP activity, primary screen, biochemical, fluorescence polarization; ASAP1-stimulated ARF1 GTP hydrolysis, GDP FP detection; inhibition, % at 16.5 µM; actives 0.19% (n = 360,000); AID 624377, 2012; in the data active = inhibition above about 25%;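 also: 0% = vehicle with enzyme and substrate and 100% = no enzyme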
Target sequence (Q9ULH1 325-724 limits assumed): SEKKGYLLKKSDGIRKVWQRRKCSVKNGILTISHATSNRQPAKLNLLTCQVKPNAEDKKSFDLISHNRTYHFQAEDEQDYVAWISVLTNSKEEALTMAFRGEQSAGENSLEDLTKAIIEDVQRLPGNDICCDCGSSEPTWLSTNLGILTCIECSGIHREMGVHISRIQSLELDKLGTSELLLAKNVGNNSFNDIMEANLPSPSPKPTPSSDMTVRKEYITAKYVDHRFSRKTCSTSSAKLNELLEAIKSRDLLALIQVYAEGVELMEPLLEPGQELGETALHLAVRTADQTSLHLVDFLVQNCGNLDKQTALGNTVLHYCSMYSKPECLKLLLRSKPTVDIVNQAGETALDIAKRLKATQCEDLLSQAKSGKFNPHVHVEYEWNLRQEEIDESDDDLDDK
proKLK7 act – proKLK7 zymogen activators, primary screen, biochemical, fluorescence intensity; Kallikrein-7 (Homo sapiens), P49862; purified proKLK7, EDANS-DABCYL substrate fluorescence; 100% is mature enzyme control, 0% vehicle; activation, % at 7 µM; actives 0.9% (n = 370,000); AID 652039, 2013;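 active = activation above the mean of all tested compounds plus 3 SD, computed per campaign excluding outliers beyond control limits, cut at about 13% in these data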
PLC-gamma1 inh – PLC-gamma1 enzyme inhibitors, primary screen, biochemical, fluorescence, purified enzyme. actives 0.84% (n = 370,000). 1-phosphatidylinositol 4,5-bisphosphate phosphodiesterase gamma-1 (Homo sapiens), P19174. inhibition, % at 12.2 µM. fluorogenic substrate; in the data active = inhibition above about 9.5%
DDE Tn7 FP inh – inhibitors of Tn7 peptide binding to fibrin DD(E), primary screen, biochemical, fluorescence polarization, human fibrin, Tn7 probe; Fibrinogen beta chain (Homo sapiens), P02675; FP displacement of FITC-Tn7 peptide from fibrin DD(E); 0% = median of compound wells per plate; inhibition, % at 8.3 µM; actives 0.13% (n = 370,000);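 active = inhibition above the mean of compounds falling within the control limits plus 3 SD of them, cut at about 14% in these data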;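 also: 0% = plate median of compound wells and 100% = 10 µM Aha-Tn7 peptide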
Target sequence (P02675 whole entry, looked up): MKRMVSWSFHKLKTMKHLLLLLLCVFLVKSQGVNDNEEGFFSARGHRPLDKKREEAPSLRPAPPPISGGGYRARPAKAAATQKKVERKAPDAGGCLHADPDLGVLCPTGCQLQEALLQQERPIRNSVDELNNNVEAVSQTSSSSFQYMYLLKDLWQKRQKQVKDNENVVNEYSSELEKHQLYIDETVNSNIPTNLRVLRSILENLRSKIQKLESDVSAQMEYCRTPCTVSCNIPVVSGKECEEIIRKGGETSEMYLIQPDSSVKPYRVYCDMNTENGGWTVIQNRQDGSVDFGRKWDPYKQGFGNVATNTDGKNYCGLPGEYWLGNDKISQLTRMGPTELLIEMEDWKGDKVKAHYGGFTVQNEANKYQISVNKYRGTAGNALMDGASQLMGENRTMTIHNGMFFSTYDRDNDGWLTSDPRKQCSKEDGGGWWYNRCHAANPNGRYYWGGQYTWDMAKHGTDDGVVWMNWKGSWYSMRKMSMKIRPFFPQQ
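system = human fibrin DD(E) protein | quantity = DD(E) 2 µM final | medium = Tris/NaCl/CaCl2 buffer, pH 7.8 | also added = labelled Tn7 tracer, 0.1 µM | compound dosing = single point at 8.3 µM | timing = compound with protein 10 min, then 3 h after probe, room temperature | signal = FP measurement | benchmarks = Aha-Tn7 high control | repeats = one replicate per compound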
ADAM17 inh – ADAM17 inhibitors, primary screen, biochemical, QFRET. Disintegrin and metalloproteinase domain-containing protein 17 (Homo sapiens), P78536. inhibition, % at 6.95 µM. actives 0.83% (n = 370,000). recombinant ADAM17, EDANS/DABCYL FRET peptide cleavage;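 active = inhibition above the mean of compounds lying between control limits plus 3 SD, set per campaign, cut at about 8.5% in these data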;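 also: 0% = DMSO-only wells as the low control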
UHRF1 binding – UHRF1 methylated DNA binding inhibitors, primary screen, counter-screen for MBD2 inhibitor project, biochemical, TR-FRET, human UHRF1, single concentration | E3 ubiquitin-protein ligase UHRF1 (Homo sapiens), Q96T88 | UHRF1 binding to methylated oligo | inhibition, % at 4.4 µM | actives 0.75% (n = 370,000); in the data active = inhibition above about 21%;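 also: UHRF1 SRA domain binding a hemimethylated CpG hairpin DNA probe; 0% = median of test compound wells and 100% = reference inhibitor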
ARFGAP1 inhibitor – inhibitors of rat ARFGAP1 GAP activity, primary screen, biochemical, fluorescence polarization, GDP tracer; inhibition, % at 16.5 µM; actives 0.26% (n = 360,000); ADP-ribosylation factor GTPase-activating protein 1 (Rattus norvegicus), Q62848; AID 651572, 2012; Arfgap1-stimulated ARF1 GTP hydrolysis, GDP FP detection;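 active = inhibition above a per-plate limit, mean inhibition of low control wells plus 3 SD, cut at about 25% in these data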;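 also: 0% = DMSO wells with enzyme and 100% = wells lacking Arfgap1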
Target sequence (Q62848 1-136 limits assumed): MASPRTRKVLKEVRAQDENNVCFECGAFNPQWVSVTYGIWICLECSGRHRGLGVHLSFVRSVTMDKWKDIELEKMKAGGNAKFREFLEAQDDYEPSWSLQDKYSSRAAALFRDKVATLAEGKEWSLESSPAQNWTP
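Material: truncated rat Arfgap1 GAP domain; Incubation: compound-enzyme preincubation 20 min, reaction 120 min, detection 60 min, 25 °C; Read-out: percent inhibition of Arfgap1-stimulated GTP hydrolysis; Technique: FP, GDP Alexa 633 tracer displaced from anti-GDP antibody, 620/688 nm; Controls: No-Arfgap1 wells (100%) versus DMSO full-reaction wells (0%); Replication: single well per compound.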
PLCb3 inh – human PLC-beta3 inhibitors, primary screen, biochemical, fluorescence. Purified PLC-beta3, fluorogenic substrate. 1-phosphatidylinositol 4,5-bisphosphate phosphodiesterase beta-3 (Homo sapiens), Q01970. inhibition, % at 12.2 µM. actives 0.18% (n = 370,000); in the data active = inhibition above about 11%;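 also: 0% = median of compound wells on plate and 100% = full blocker control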
MBD2 DNA inh – inhibitors of MBD2 binding to methylated DNA, primary screen, biochemical, TR-FRET, DNA-binding domain, human; Methyl-CpG-binding domain protein 2 (Homo sapiens), Q9UBB5; MBD2 binding to methylated oligonucleotide; inhibition, % at 4.4 µM; actives 0.31% (n = 370,000); AID 686964, 2013; in the data active = inhibition above about 13%
DDE Tn6 FP inh – inhibitors of Tn6 peptide binding to fibrin DD(E), primary screen, biochemical, fluorescence polarization, human fibrin, Tn6 probe; Fibrinogen beta chain (Homo sapiens), P02675; actives 0.21% (n = 370,000); Fibrin DD(E) TRITC-Tn6 fluorescence polarization displacement; inhibition, % at 8.3 µM;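 active = inhibition above a per-campaign cutoff: mean of compounds within control limits plus 3 SD, cut at about 15% in these data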;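 also: 0% = median of all compound wells on the plate and 100% = blocking peptide control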
Numbers without * were called inactive; . = no result given; & = joins results of further samples. Not a hit list, and some 4.1% of all compounds hit somewhere here.

SMILES	ASAP1 inh	proKLK7 act	PLC-gamma1 inh	DDE Tn7 FP inh	ADAM17 inh	UHRF1 binding	ARFGAP1 inhibitor	PLCb3 inh	MBD2 DNA inh	DDE Tn6 FP inh
COc1cccc(C2NC(=O)NC(C)=C2C(=O)OCC2CCCO2)c1 (configuration not stated)	3	0.1	-3	-2	-5	1	2	-6	4	-3
COc1ccc(-c2n[nH]c(=S)n2-c2ccccc2C)cc1	-2	-1.3	0	-4	-3	-3	5	-6	-2	2
NS(=O)(=O)c1cccnc1Nc1cccc(C(F)(F)F)c1	4	0.0	-5	5	1	-2	-5	-9	-8	10
COC(=O)NC(NC(=S)Nc1ccccc1OC)C(Cl)(Cl)Cl (configuration not stated)	8	0.1	-1	-5	-2	0	0	-1	7	0
CCc1ccc(Nc2n[n+](-c3ccccc3)c(-c3cccc(C)c3)s2)cc1	-5	-0.1	4	9	0	4	-11	5	-8	-7
Cc1cccc(OCC(=O)Nc2ccc(C(=O)NCC(C)C)cc2)c1	-6	0.0	9	4	-1	2	-3	-1	-3	-4
COc1ccc2[nH]c(C)c(C(=O)CN(C)C)c2c1	2	0.3	1	-7	-2	0	3	1	-2	3
Cc1ccc2[nH]cc(S(=O)(=O)c3ccc(C(C)C)cc3)c(=O)c2c1	3	-0.7	2	5	-4	-1	4	-4	0	3
CC(=O)N1CCCc2ccc(NS(=O)(=O)c3ccc(C)c(C)c3)cc21	4	1.0	1	-2	2	-1	-1	-6	-1	0
CCc1csc(CCNC(=O)C2CCC(=O)N(Cc3ccccc3F)C2)n1 (configuration not stated)	4	-0.2	0	-13	-6	-2	-15	-4	-3	-6
O=C(NCC(c1ccccc1)c1ccccc1)[C@H](Cc1c[nH]c2ccccc12)NC1(C(=O)NC2CCCCC2)CCCC1	.	.	3	-7	-3	2	.	-2	2	3
Cc1ccc(C)c(NC(=O)CCNS(=O)(=O)c2ccc3[nH]c(=O)oc3c2)c1	1	0.4&-0.2	2&5	-5&0	-3&4	11&4	7	-5&3	1&1	-7&0
Cc1cc(-c2ccco2)n(CC(=O)NCc2ccccc2)n1	-1	-0.1	-4	8	-3	-1	2	3	3	-4
COc1ccc(CNC(=O)C2CCCN(S(=O)(=O)c3c(C)noc3/C=C/N(C)C)C2)cc1 (configuration not stated)	-7	-0.2	-7	-1	3	-3	6	-22	-1	-6
CCC(C)C(NC(=O)c1ccccc1NC(=O)c1ccco1)C(=O)NNC(=O)c1ccncc1 (configuration not stated)	4	-0.6	-6	2	-3	0	-9	-13	4	1
O=S(=O)(c1cccc(-c2csc(-c3cccnc3)n2)c1)N1CCCCC1	-3	0.7	-1	2	-1	-1	11	-8	-2	-4
O=C(C1CCC(CNS(=O)(=O)c2ccccc2)CC1)N1CCOCC1 (configuration not stated)	4	-0.1	3	-3	1	-2	-2	-2	-1	-7
CCc1nc2ccc(C(=O)N3CCN(S(=O)(=O)CC)CC3)cn2c1N(C)C(=O)C1CCCCC1	-11	0.3	1	0	1	3	-10	-9	-8	-2
CC1(C)CC(N2CCC(=O)NC2=S)CC(C)(C)N1	-5	0.3	3	9	-2	-1	-11	-7	-1	6
O=C(O)CN1CCN(Cc2cccc(Cl)c2)C1=O	5	0.6	1	-3	-2	-1	2	3	3	6
O=C(NCC1CCOCC1)c1cccc2c(-c3cccnc3)coc12	4	-0.7	1	-8	-5	1	9	-4	2	-6
Cc1cc(N)ccc1NC(=O)CN1CCOCC1	5	0.1	-3	0	-4	3	0	-6	1	-6
O=C(Cn1c(NCCO)nc2ccccc21)N1CCN(Cc2ccccc2)CC1	9	0.0	3	0	-4	1	-2	-4	4	-13
O=C(O)CCc1ccc(-c2ccccc2)o1	1	-0.3	-8	3	-4	1	-7	-11	1	-2
O=C(OCc1cn([C@H]2CN(C(=O)c3cccs3)[C@@H](c3ccc(Cl)cc3)C[C@@H]2O)nn1)c1ccccc1	-1	0.0	3	2	7	-4	10	-4	2	-2
CC1CCCC(C)N1CCCNC(=O)c1ccc2c(c1)NC(=O)c1ccccc1S2 (configuration not stated)	0	0.4	-2	-7	-7	-1	11	-12	7	-4
CC(=O)C1=C(O)C(=O)N(Cc2cccnc2)C1c1ccc(C)cc1 (configuration not stated)	2	-0.1	1	-5	1	-9	-5	0	-5	-3
CN(C)S(=O)(=O)c1ccc(C(=O)NCCN2C(=O)S/C(=C\c3cccnc3)C2=O)cc1	6	-0.3	2	-3	3	0	1	2	-1	6
CN(C(=O)Nc1cccc([N+](=O)[O-])c1)c1ccccc1	1	0.8	2	8	-4	-2	-9	2	-12	7
CCOc1ccccc1N(CC(=O)NCC1CCCO1)C(=O)CCC(=O)Nc1cc(C)on1 (configuration not stated)	-5	-0.3	0	3	-5	6	-13	-8	6	0

Single records, from the list above. Values in the order: ASAP1 inh | proKLK7 act | PLC-gamma1 inh | DDE Tn7 FP inh | ADAM17 inh | UHRF1 binding | ARFGAP1 inhibitor | PLCb3 inh | MBD2 DNA inh | DDE Tn6 FP inh
Profile of Cc1cc(N)ccc1NC(=O)CN1CCOCC1 : 5 | 0.1 | -3 | 0 | -4 | 3 | 0 | -6 | 1 | -6
Profile of O=C(Cn1c(NCCO)nc2ccccc21)N1CCN(Cc2ccccc2)CC1 : 9 | 0.0 | 3 | 0 | -4 | 1 | -2 | -4 | 4 | -13
Profile of CC(=O)C1=C(O)C(=O)N(Cc2cccnc2)C1c1ccc(C)cc1 (configuration not stated) : 2 | -0.1 | 1 | -5 | 1 | -9 | -5 | 0 | -5 | -3
Profile of CN(C(=O)Nc1cccc([N+](=O)[O-])c1)c1ccccc1 : 1 | 0.8 | 2 | 8 | -4 | -2 | -9 | 2 | -12 | 7

Next part
SMILES	ASAP1 inh	proKLK7 act	PLC-gamma1 inh	DDE Tn7 FP inh	ADAM17 inh	UHRF1 binding	ARFGAP1 inhibitor	PLCb3 inh	MBD2 DNA inh	DDE Tn6 FP inh
CCCN(CCC)S(=O)(=O)c1ccc(C(=O)N2CCOCC2)cc1	-9	0.5	6	-5	-1	1	-5	6	-5	-2
COC(=O)c1cc(Cl)c(NC(=O)c2ccco2)cc1OC	-2	0.2	-3	1	-1	-1	9	0	-2	3
CC12CCC(C(=O)N3CCCCC3)([C@H](Br)C1=O)C2(C)C (some centres not stated)	0	-0.4	-1	5	-2	0	1	-8	6	9
COC[C@@H]1CCCN1c1ccc2c(c1)O[C@@H](COCc1ccccc1)CN([C@@H](C)c1ccccc1)S2(=O)=O	-15	0.3	6	2	-3	6	7	-7	10	-4
CCC1CCCCN1C(=S)NC(=O)c1cc(Br)ccc1Cl (configuration not stated)	-12	0.0	1	4	0	-1	-8	1	-5	-4
COc1ccc(NC(=O)CC2C(=O)N(Cc3ccccc3)C(=S)N2CCN2CCOCC2)cc1 (configuration not stated)	19	0.0	7	-7	6	4	-4	3	-3	3
O=C(CSc1ccc(-c2ccco2)nn1)c1ccc(F)cc1	8	0.1	-1	-8	9.4*	10	-10	-1	2	-8
O=C(Nn1cnc2ccccc2c1=O)c1ccccc1[N+](=O)[O-]	3	-0.6	2	3	1	-2	5	2	2	-6
CCCc1ncc(C(O)c2ccccc2OC)n1C (configuration not stated)	-4	0.3	1	1	0	-3	1	2	3	8
CC(=O)c1ccc(NS(=O)(=O)c2ccc3c(c2)N(C)CCO3)cc1	-5	0.0	0	1	-4	1	-4	-6	-1	2
Cc1ccc2nc(-c3ccc(CN4CCC(c5nc6ccccc6[nH]5)CC4)cc3)c(-c3ccccc3)nc2c1	17	-8.1	-26	-2	-20	4	0	-31	8	-10
O=C(CC1OC(=O)c2ccccc21)Nc1cc(S(=O)(=O)N2CCOCC2)ccc1OCC(F)(F)F (configuration not stated)	-1	0.0	0	-4	-3	1	-1	-5	2	2
CCCCCC(O)(CCN1CCCCC1)c1ccc(OCC)cc1 (configuration not stated)	-1	0.4	2	5	1	-2	-5	4	0	8
Cc1cc(NC(=S)NC(=O)c2ccco2)c2ccccc2n1	4	0.1	-4	-7	1	-4	-2	-2	0	5
CNC(=O)c1ccc2snnc2c1	2	0.5	1	0	-3	-1	2	-4	5	-3
Cc1cc(C)c(NC(=O)c2ccccc2C(=O)c2ccccc2)c(C)c1	-9	-0.2	0	1	0	0	13	1	1	0
COc1ccc(/C=C/C(=O)Nc2cccc(S(=O)(=O)N3CCOCC3)c2)cc1OC	10	2.2	-65	3	-39	-4	18	-72	0	-12
O=C(CNC(=O)C1COc2ccccc2O1)N/N=C\c1cccc(O)c1 (configuration not stated)	-1	-0.4	-4	5	-4	-2	-2	-2	7	-1
COc1ccc(N2C(=O)C3C4C=CC(c5ccccc5)(C3C2=O)C2C(=O)N(c3ccc(OC)cc3)C(=O)C42)cc1 (configuration not stated)	-7	0.5	-2	1	-1	0	16	0	1	4
S=c1[nH]nc(-c2ccco2)n1/N=C/c1cccs1	15	-0.1	2	-2	5	-1	-1	0	-1	0
CC(C)(C)S(=O)N1Cc2cc(C(=O)NCCCN3CCOCC3)nc(-c3cccc(-c4cc5ccccc5o4)c3)c2[C@H]1CCO (some centres not stated)	-5	-0.8	-7	-2	-2	0	-6	-7	-2	7
CC(NC(=O)COC(=O)C1CCN(S(=O)(=O)c2ccccc2C(F)(F)F)CC1)c1ccccc1 (configuration not stated)	-2	0.5	6	2	3	-1	-7	6	-2	1
COc1ccc(/C=N/NC(=O)c2ccccc2[N+](=O)[O-])cc1CN1CCc2cc(OC)c(OC)cc2C1C (configuration not stated)	-8	1.5	1	2	-5	3	-1	-10	-6	-3
COc1ccc(S(=O)(=O)n2nc(C)c(S(=O)(=O)N3CCOCC3)c2C)cc1	17	-0.8	1	-5	-2	0	-3	-3	-4	-8
COCC(=O)N(C)[C@H]1C[C@H]2c3cc(-c4ccccc4)ccc3CCN2C(=O)[C@H]1[C@H](C)O	4	-0.6	-7	2	-7	2	7	-8	-4	3
Cc1ccc(OCC(=O)n2nc(C)cc2C)c(C)c1	0	-0.3	-2	5	0	0	6	0	-6	5
COC(=O)CC1=NN(c2ccc(OC)cc2)C(=O)C1	-8	0.8	-5	5	1	-4	-10	-1	-6	-1
O=Cc1ccnc(-c2ccc(OC(=O)c3ccco3)cc2)n1	3	0.0	0	-1	1	-1	-2	-5	-1	0
